High-throughput results as filed in PubChem BioAssay.
MEP2 TOR yeast – alters MEP2-GFP fluorescence in TOR pathway yeast screen | S. cerevisiae MEP2-GFP strain, flow cytometry GFP, 3 h; 100% = DMSO control level | actives 0.51% (n = 330,000) | GFP response vs DMSO, % at 10 µM;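 active means GFP response versus DMSO above a set limit, roughly screen mean plus 3 SD, cut at about 180% in these data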;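 further: median GFP fluorescence of the barcode-gated MEP2-GFP cells per well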
VLA-4 inh – inhibition in a human VLA-4 binding assay; inhibition, % (about 7 µM as worked out from the volumes in the protocol); AID 2557; actives 0.2% (n = 330,000); VLA-4 expressing cells, ligand binding flow cytometry; in the data active means inhibition above about 50%
CR mimetic SO – caloric restriction mimetics inhibiting age-related superoxide in yeast | S. cerevisiae aged cells, superoxide DHE fluorescence; stronger effect = lower value | superoxide response (% of plate mean), % at 10 µM | actives 0.18% (n = 330,000);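 active means superoxide response under a set limit, about three screen SD below normal, cut at about 65% in these data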;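 further: yeast aged for seven days with compound at 30 °C before DHE staining; 100% = average MFI of all compound-treated wells on the plate with controls excluded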
AGP1-GFP MLPCN – modulators of TOR pathway AGP1-GFP in S. cerevisiae; S. cerevisiae AGP1-GFP multiplex flow cytometry, 3 h; GFP as percent of DMSO wells; GFP response vs DMSO, % at 10 µM; actives 0.02% (n = 320,000); AID 2066;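 active means GFP response relative to DMSO above a set limit, near screen average plus 3 SD, cut at about 150% in these data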;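 further: median GFP channel fluorescence of the gated AGP1 strain per well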
CIT2 TOR yeast – modulators of TOR pathway CIT2-GFP in S. cerevisiae; S. cerevisiae CIT2-GFP strain, flow cytometry, 3 h; 100 means same as DMSO wells; GFP response vs DMSO, % at 10 µM; actives 0.065% (n = 320,000); AID 2029;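 active means GFP response relative to DMSO above a set limit, near the screen mean plus 3 SD, cut at about 150% in these data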;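 further: ratio of well median GFP fluorescence to mean of DMSO wells on the plate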
GRK2 inh – inhibitors of human GRK2 displacing RNA aptamer; bead flow cytometry, FAM-aptamer displacement from GRK2; inhibition of aptamer binding, % at 10 µM; actives 0.59% (n = 330,000); AID 488847;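 active means inhibition of aptamer binding above 40%, roughly 3 SD of noise, on plates passing a quality check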;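 further: median bead fluorescence of bound FAM aptamer so fluorescent compounds give negative values; no value below 0 was filed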
Target sequence (P25098 whole entry, looked up): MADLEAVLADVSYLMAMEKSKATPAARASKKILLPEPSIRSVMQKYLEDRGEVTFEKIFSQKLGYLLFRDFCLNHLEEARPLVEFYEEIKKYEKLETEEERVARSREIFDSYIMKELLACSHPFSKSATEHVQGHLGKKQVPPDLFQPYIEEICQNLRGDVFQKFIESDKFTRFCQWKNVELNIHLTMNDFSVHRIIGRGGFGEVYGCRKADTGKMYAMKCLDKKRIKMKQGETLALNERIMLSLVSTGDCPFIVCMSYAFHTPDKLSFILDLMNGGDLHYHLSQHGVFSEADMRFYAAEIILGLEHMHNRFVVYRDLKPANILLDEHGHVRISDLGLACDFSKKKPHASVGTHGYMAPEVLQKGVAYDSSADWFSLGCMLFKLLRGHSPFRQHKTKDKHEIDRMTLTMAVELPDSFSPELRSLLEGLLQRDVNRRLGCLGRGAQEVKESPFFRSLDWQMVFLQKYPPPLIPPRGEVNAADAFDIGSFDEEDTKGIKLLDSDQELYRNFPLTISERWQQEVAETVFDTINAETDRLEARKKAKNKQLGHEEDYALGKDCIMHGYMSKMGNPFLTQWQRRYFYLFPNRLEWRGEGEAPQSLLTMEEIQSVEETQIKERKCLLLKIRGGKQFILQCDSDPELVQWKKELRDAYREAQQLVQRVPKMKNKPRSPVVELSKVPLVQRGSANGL
RPL19A TOR yeast – yeast TOR pathway RPL19A-GFP modulation; S. cerevisiae RPL19A-GFP strain, flow cytometry, 3 h; stronger effect = lower value; percent response vs DMSO, % at 10 µM; actives 0.3% (n = 330,000);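 active means percent response vs DMSO below 50%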;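 further: median channel GFP fluorescence of the barcoded RPL19A-GFP strain; ratio of sample median GFP to plate DMSO average so 100% = DMSO; lower means less RPL19A-GFP as with rapamycin TOR inhibition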
LAP4-GFP MLPCN – yeast TOR pathway LAP4-GFP modulation; actives 0.34% (n = 320,000); AID 2023; GFP response vs DMSO, % at 10 µM; S. cerevisiae LAP4-GFP multiplex, flow cytometry GFP, 3 h; median GFP as percent of DMSO wells;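 active means GFP response vs DMSO above a set limit, about the screen mean plus 3 SD, cut at about 150% in these data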
The depositor's hits bear a star; · = no result given.

SMILES,CR mimetic SO,MEP2 TOR yeast,AGP1-GFP MLPCN,LAP4-GFP MLPCN,RPL19A TOR yeast,CIT2 TOR yeast,VLA-4 inh,GRK2 inh
Cc1onc(-c2ccccc2)c1C(=O)NCc1cccs1,102,86,95,93,99,90,-17,3
Cc1ccc(NC(=O)CN(c2ccccc2F)S(C)(=O)=O)cc1,113,112,99,94,99,103,21,0
CC1CCN(S(=O)(=O)N2CCC(C(=O)NCc3cccnc3)CC2)CC1,106,97,106,103,98,100,-7,0
Cc1cc(C)cc(OCC(=O)OCC(=O)Nc2cc(S(=O)(=O)N3CCOCC3)ccc2Cl)c1,115,110,100,103,96,104,13,1
O=C(NC1CCN(C(=O)Nc2cccc(Cl)c2)CC1)c1ccccc1,95,102,104,96,104,103,4,3
O=C(O)c1cccc(CSc2nnc(Cc3ccccc3)o2)c1,126,84,104,104,93,88,-21,0
CCOC(=O)N/N=C/c1c[nH]c2ccccc12,92,95,102,108,94,94,20,0
CSc1ncc(Cl)c(C(=O)Nc2ccccc2C)n1,103,109,92,102,98,102,10,0
O=C(COC(=O)c1ccco1)Nc1ccc2c(c1)OCCO2,118,112,98,107,101,96,-3,2
CCOC(=O)/C=C/C(=O)OCC(=O)Nc1ccc(Cl)cn1,97,112,114,125,99,93,0,2
O=C(c1cccc([N+](=O)[O-])c1)N1CCc2ccccc21,103,116,101,101,106,105,3,0
CCN(CCCNC(=O)CN1C(=O)COc2ccc(S(=O)(=O)N3CCC(C)CC3)cc21)Cc1ccccc1,102,99,96,97,100,102,8,1
CCCOc1ccc(NC(=O)CC2C(=O)N(CC)C(=S)N2CCCN2CCN(Cc3ccccc3)CC2)cc1 (stereo not drawn),86,104,106,113,103,106,7,0
Cc1ccccc1-c1cc(C(=O)NCc2cccc(Br)c2)n(CC2CC(c3cccnc3)=NO2)n1 (stereo not drawn),95,98,106,107,104,97,4,1
CCOC(=O)C1=C(C)NC(C)=C(C(=O)OCC)C1C(=O)OCC(=O)N1CC(C)OC(C)C1 (stereo not drawn),86,106,101,93,96,106,10,1
CCOC(=O)c1ccc(CSC(=N)N)o1,89,99,101,100,99,100,10,0
CNC(=S)N1CCN(c2ccccn2)CC1,99,101,95,100,98,101,16,0
O=C(O)CCn1c(=S)n(CCC(=O)O)c2ccccc21,84,100,105,109,99,98,5,0
COc1cc2ccccc2cc1C(=O)NC(=S)Nc1cccc(C(=O)O)c1C,98,97,105,121,96,88,-1,3
O=C(c1ccccc1F)N1CCN(c2ncccn2)CC1,87,85,103,86,94,93,5,3
Cc1ccc(OCC(=O)Nc2ccc(S(=O)(=O)N3CCN(C)CC3)cc2)cc1,102,105,99,105,98,94,12,0
CCCNC(=O)NC1CCCc2ccccc21 (stereo not drawn),80,101,99,100,99,98,24,1
C=CCC[C@H](Cc1ccc(F)cc1)C(=O)OC[C@@H](Cc1c[nH]c2ccccc12)NC(=O)[C@H](CC=C)CC(=O)N(CCO)Cc1ccccc1,103,101,97,96,95,88,6,28
O=C(CNC(=S)N(Cc1ccccc1)Cc1cccnc1)NCCc1ccccc1,111,110,101,90,105,113,3,0
O=C(CCN1C(=O)/C(=C/c2ccccc2F)SC1=S)Nc1ccccn1,105,96,88,65,108,83,5,0
CCOc1ccccc1C1NC(=O)NC(C)=C1C(=O)OC1CCCCC1 (stereo not drawn),95,107,107,99,102,103,-15,3
Cc1nn(C)c(C(=O)NNC(=S)Nc2ccc(F)cc2)c1[N+](=O)[O-],88,104,104,102,103,106,-3,0
O=C1CC(c2ccc(F)cc2)C2=C(CCCC2=O)N1 (stereo not drawn),93,102,96,95,100,100,30,3
CC1=CC=CC2=NC(=O)CC(C)(C(=O)O)N12 (stereo not drawn),111,100,98,101,97,98,1,2
CCNC(=O)c1sc(=S)n(CC)c1N,108,114,·,110,106,118,3,2
C/C(N)=C(/C#N)C(=O)CSc1nnc(-c2ccc3c(c2)OCO3)o1,87,99,96,96,96,93,-7,5
C=CCNc1nc(N)c(C(=O)c2ccc3c(c2)OCO3)s1,88,100,99,101,99,101,9,0
COc1cccc(OC)c1OCC(O)CN1CCN(c2ccccc2F)CC1 (stereo not drawn),93,111,88,96,96,94,7,1
COc1cccc(CC2(CO)CCCN(Cc3cnn(-c4ccccc4)c3)C2)c1 (stereo not drawn),98,92,100,115,97,97,0,0
Cc1ccc(OCc2ccc(C#N)cc2)c(C(=O)c2cc(C#N)c(=O)n(C3CC3)c2)c1,103,104,106,95,106,106,-6,0
Cc1c(NC(=S)NC(=O)C(C)(C)C)c(=O)n(-c2ccccc2)n1C,87,98,96,102,93,91,9,0
N#CCCN(C(=O)COC(=O)c1ccc2c(=O)n3c(nc2c1)CCC3)c1ccc(F)cc1,92,101,105,101,102,97,-1,3
O=C(CSc1nnc(Nc2ccccc2F)s1)NC1CC1,100,102,95,104,101,100,13,0
CN(Cc1nc(-c2cnccn2)no1)C1CC(C)(C)NC(C)(C)C1,102,113,123,109,103,120,3,8
O=C(Nc1cccc(C(=O)N2CCOCC2)c1)c1ccccc1,98,98,·,103,97,101,4,0
CCc1nc2sccc2c(=O)[nH]1,88,109,111,101,110,92,5,2
Cc1ccc(NC(=O)c2ccccc2F)nc1,128,101,101,100,102,98,7,0
COc1ccccc1CNC(=O)CN1CCC(n2cnc3cc(F)ccc32)CC1,92,96,95,98,96,92,12,0
CCn1ncc(Br)c1C(=O)Nc1ccc(-c2ccno2)cc1,95,109,94,83,106,104,-16,0
COC(=O)C(C)(C(=O)OC)c1ccc([N+](=O)[O-])cn1,112,112,105,96,100,100,-2,0
CSc1nsc(SC)c1C(=O)N1CCN(S(=O)(=O)c2ccc(C)cc2)C1C(C)C (stereo not drawn),113,99,96,94,97,85,6,2
Cn1c2c(c(=O)n(C)c1=O)C(NC(=O)c1ccco1)(C(F)(F)F)C(=O)N2 (stereo not drawn),101,96,95,90,96,93,17,2
COc1ccc(OCc2cc(C(=O)N[C@H]3CCCCNC3=O)no2)c(Cl)c1,98,87,96,93,97,91,-8,0
CC(NC(=O)c1cc(S(=O)(=O)N2CCOCC2)ccc1F)c1ccc(-n2ccnc2)cc1 (stereo not drawn),90,105,100,101,97,105,15,0
CC(=O)Nc1ccc(C2=NN(c3ccccc3)C(c3ccccc3)C2)cc1 (stereo not drawn),99,102,94,92,105,100,14,0

Later entries
SMILES,CR mimetic SO,MEP2 TOR yeast,AGP1-GFP MLPCN,LAP4-GFP MLPCN,RPL19A TOR yeast,CIT2 TOR yeast,VLA-4 inh,GRK2 inh
O=C(OCc1ccc(F)cc1)c1ccc2ccccc2n1,98,108,100,107,99,103,11,0
CC(=O)Nc1ccc(-c2csc(NC(=O)C3CCN(S(=O)(=O)c4cccs4)CC3)n2)cc1,114,106,99,105,94,102,8,3
Cc1cccn2c(=O)nc(SCC(=O)Nc3ccc4c(c3)OCO4)nc12,103,98,99,95,95,98,31,9
CC(=O)NCc1ccc(C(=O)COC(=O)COc2ccccc2)s1,106,95,96,91,96,97,12,0
CC(C)CCNC(=O)CCCCn1c(=O)[nH]c2ccsc2c1=O,97,93,111,105,96,109,16,0
Cc1ccc(C(C)C)c(OCC(=O)OCC(=O)NC2CC2)c1,103,98,100,92,103,113,-3,1
O=c1c2ccccc2c2ccccc2c(=O)n1CC1CCCO1 (stereo not drawn),109,108,106,101,102,105,-4,2
COc1ccc(CCNC(=O)CC2SC(=NCCC(C)C)NC2=O)cc1OC (stereo not drawn),125,107,105,99,103,98,-9,0
Cc1nnc(SCC(=O)O)o1,90,99,98,96,94,97,-6,1
CC1=C(C(=O)OCc2ccccc2)C(c2ccccc2-c2ccccc2)NC(=O)N1CCCCCC(=O)O (stereo not drawn),97,95,95,124,104,93,-4,4
N#C/C(C(N)=O)=C1/CCc2ccccc2N1,93,133,128,97,103,106,-14,2
O=C(Nc1ccc(S(=O)(=O)Nc2ncccn2)cc1)C(F)(F)F,100,102,96,97,101,96,2,3
O=C(NCc1nnc(SCC(=O)N2CCCCCC2)o1)c1ccccc1F,119,96,101,93,101,98,-1,0
Cc1ccc(S(=O)(=O)N(C)C)cc1NC(=O)COc1cccc(-n2cnnn2)c1,109,95,94,99,93,95,21,2
CCc1c(C)sc(NC(=O)C2CC2)c1C(=O)OC(C)C,101,110,101,105,104,101,4,1
COc1ccc(OC)c2c1sc(=NC(=O)C1CC1)n2C,100,108,102,109,98,104,3,0
COc1ccc2ccc(Oc3ncccn3)cc2c1,117,96,94,99,96,95,6,0
C/C(=N\NC(=O)c1ccccc1)c1cc2cc([N+](=O)[O-])ccc2oc1=O,106,94,100,103,100,103,1,0
Cc1ccc(-n2c(C)c(C)c3c(N)ncnc32)cc1,90,94,95,100,92,99,1,1
Cc1cccc(C)c1NC(=O)C1c2ccccc2Oc2ccccc21,94,100,101,98,101,97,13,0
CCn1c(C)nc2cc(S(N)(=O)=O)ccc21,98,102,104,99,100,108,14,0
COc1cccc(NC(=S)NNC(=O)CCn2cc([N+](=O)[O-])cn2)c1,89,102,98,101,99,104,6,3
Cc1nc(N2CCN(C(=O)c3ccco3)CC2)c2oc3ccccc3c2n1,105,97,89,92,91,88,-6,0
O=C(O)c1ccc(N=Nc2c(-c3ccccc3)[nH]oc2=O)cc1,100,96,89,95,101,93,3,0
CC(=O)Nc1cccc(NC(=O)CSc2nnc(NC(=O)c3ccco3)s2)c1,95,99,107,98,101,101,3,3

Rows are unselected; 1.7% or so of the library scored in one or more.
